Bioassay records: PubChem, several laboratories
WT yeast gro inh: growth inhibition of WT yeast, mitochondrial fusion screen. mitochondrial fusion phenotypic screen, WT strain. inhibition, % at 10 µM. actives 2.1% (n = 190,000). AID 1362; in the data active = inhibition above about 58%; tested in S. cerevisiae
Autophagy mod: modulators of autophagy. actives 0.98% (n = 190,000). MEF GFP-LC3 puncta imaging; test concentration mostly 10 µM. calls only at 10 µM (by protocol);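 active = percentage of spot-positive cells more than 3 SD above its plate mean, without a fluorescence outlier flag or 80% toxicity; inconclusive = no clear call, values can overlap the other calls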;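 note: spot-positive cell cutoff set from DMSO-treated cells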
HIV peptide binding: cell-free HIV fusion peptide-binding blockers – biochemical, uHTS, fluorescence dequenching, primary screen (AID 1986); actives 0.3% (n = 290,000); cell-free peptide binding, fluorescence dequenching, 30 min; higher % means a stronger effect; inhibition, % at 20 µM; hits with a dose series show IC50 in µM; in the data active = inhibition mostly above about 52%, no sharp cut-off; inactive = mostly below about 76%; note: some results filed as inactive read as strong as hits
Insulin prom up: MIN6 insulin promoter up-regulation; MIN6 insulin promoter-GFP reporter, high-content imaging; hits give high values; z-score at 5 µM; actives 0.3% (n = 190,000); AID 1625;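 active = z-score above 3 at 5 µM with at least 500 cells counted in the well; inconclusive = wells under 500 cells, flagged as cytotoxic or low count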
Dynein transport: dynein cargo transport inhibition; 3617.4 mouse cells, GR-EGFP nuclear translocation imaging; test concentration mostly 20 µM; stimulated with dexamethasone, 1 µM; hits give low values; z-score, hits read low; actives 0.47% (n = 220,000); AID 1381;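 active = plate z-score of nuclear minus cytoplasmic receptor signal below a set negative limit, without overly bright fluorescence or cell loss, cut at about -3.5 in these data, passing the limit was not always enough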;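 note: z-score of nuclear minus cytoplasmic ring GR-EGFP intensity difference per well; some compounds called inactive have numbers as strong as hits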
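medium = tetracycline-free induction medium containing charcoal-stripped FBS | also added = 1.0 µM final dexamethasone stimulus | schedule = 48 h induction, 1 h compound, 30 min dex at 37 °C | technique = fixed, Hoechst-stained cells imaged at 10x for EGFP | measure = GR-EGFP nuclear translocation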
MT stabilizer: stabilizes microtubules in HeLa cells | % tubulin-high responders, % at 10 µM | HeLa tubulin immunostaining HCS, 24 h; share of cells brighter than vehicle mean+2SD | actives 0.83% (n = 200,000) | AID 2205;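 active = plate Z-score above 3 for both tubulin-high and condensed-nucleus cell shares, with cell loss under 80%, at 10 µM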;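 note: anti alpha tubulin signal scored within the nucleus-defined area of each cell; some results filed as inactive read as strong as hits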
bCat nuc transl: beta-catenin nuclear translocation modulation; actives 0.3% (n = 190,000); nuclear translocation activity, % at 5 µM; AID 1665; HeLa beta-catenin nuclear translocation, immunofluorescence imaging;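 active = nuclear translocation activity above 50% at 5 µM, with a well cell count of 50 or more; inconclusive = wells under 50 cells across six images, flagged as toxic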;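 note: per-cell ratio of nuclear to cytoplasmic median beta-catenin stain intensity; plate controls were DMSO negative control for no effect and GSK-3 inhibitor IX positive control for full effect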
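Technique: fluorescence imaging of beta-catenin antibody stain plus DAPI / Material: human HeLa cell line / Incubation: compound treatment 24 h, 37°C, 5% CO2 / Read-out basis: % activation of per-cell nuclear versus cytoplasmic median beta-catenin signal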
Yfh1-off respiration: mitochondrial function rescue without frataxin homolog – Friedreich's ataxia, plus single-dose screen, dose response (AID 1465); fold induction at 50 µM; hits with a dose series show EC50 in µM; actives 0.074% (n = 220,000); S. cerevisiae Yfh1-off respiration, WST-1 reduction, 72 h; higher fold induction means a stronger effect;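 active = fold induction of absorbance versus untreated yeast above a set limit, then at least 30% activation at any dose in follow-up; inconclusive = repeats straddling the limit, or above it without dose testing; inactive = fold induction below the set limit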;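 note: activators that raise dye reduction in frataxin-depleted yeast; strong numbers were not always called active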
AID2073: disruptors of CaV2.2 binding to Mint1 – biochemical, HTRF (AID 2073) | inhibition, % at 20 µM; hits with a dose series show IC50 in µM | actives 0.19% (n = 290,000) | HTRF protein-protein interaction, Mint1-CaV2.2; higher % means a stronger effect; in the data active = inhibition mostly above about 51%, no sharp cut-off; inconclusive = no clear call, values can overlap the other calls; inactive = mostly below about 53%; note: some results filed as inactive read as strong as hits
WT yeast gro inh mutant strain: recorded beside WT yeast gro inh, whose call it bears; inhibition, %; mitochondrial fusion phenotypic screen, mutant strain inhibition
Dynein transport cytoplasmic EGFP: also measured in Dynein transport; calls as there; z-score; measured here: cytoplasmic GR-EGFP intensity; hits give high values
Dynein transport nuclear GR-EGFP: second read-out of Dynein transport, no call of its own (marks repeat the call); z-score; measured here: nuclear GR-EGFP intensity;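 lower value marks the stronger effect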
Dynein transport cell count: further read-out of Dynein transport, marked with its call; z-score; measured here: cell count per field
Insulin prom up cell count: also measured in Insulin prom up; calls as there; cell count; measured here: cytotoxicity, nuclei count;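 total cells summed across four imaged fields per well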
bCat nuc transl cell count 5 µM: further read-out of bCat nuc transl, marked with its call; cell count; measured here: cell count, cytotoxicity flag
MT stabilizer Hoechst-high %: further read-out of MT stabilizer, marked with its call; % Hoechst-high responders; measured here: nuclear condensation Hoechst responders;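 share of cells brighter than vehicle mean plus two SD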
MT stabilizer cytotoxicity %: recorded beside MT stabilizer, whose call it bears; toxicity, %; measured here: cytotoxicity by cell density;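 0% = mean cell density of plate MIN control wells and 100% = no cells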
Autophagy mod cell loss 18 h: further read-out of Autophagy mod, marked with its call; toxicity, %; measured here: cell loss, nuclei count;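 cell loss after 18 h compound exposure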
* marks the source's active call; other numbers are inactive results; i = inactive; ? = inconclusive; . = not tested or not shown; + = active, no number.

SMILES	WT yeast gro inh	WT yeast gro inh mutant strain	Autophagy mod	Autophagy mod cell loss 18 h	HIV peptide binding	Insulin prom up	Insulin prom up cell count	Dynein transport	Dynein transport cytoplasmic EGFP	Dynein transport nuclear GR-EGFP	Dynein transport cell count	MT stabilizer	MT stabilizer Hoechst-high %	MT stabilizer cytotoxicity %	bCat nuc transl	bCat nuc transl cell count 5 µM	Yfh1-off respiration	AID2073
O=C(O)c1ccc(-n2nc(C(F)(F)F)c3c2-c2ccoc2CC3)cc1	-2.9	-6.0	i	-6.8	20.9%	-0.25	1124	-0.0167	-0.112	-0.122	0.658	3.0	2.2	0.9	-0.2	1005	i	-3.1%
COc1ccc(CN(Cc2ccncc2)C(=O)CCC(=O)O)cc1	5.7	8.1	i	24.5	0.5%	0.05	1423	-2.21	-0.365	-1.5	1.98	3.0	2.5	5.2	0.1	1106	i	0.9%
CCc1[nH]c(=O)c(C#N)c2c1COC(C)(C)C2	-8.2	17.6	i	-28.4	-3.2%	0.75	869	-0.263	-0.209	-0.341	1.39	3.0	2.5	7.8	0.1	1055	i	-3.9%
Cc1cccc(C)c1NC(=O)COC(=O)c1c2c(nc3ccccc13)/C(=C\c1ccc3c(c1)OCO3)CCC2	-1.7	-17.6	+	0.1*	150.9%	-0.51	1413	-0.113	-0.174	0.0733	0.122	1.9	3.8	10.3	.	.	?	48.0%
CCc1cccc(CC)c1NC(=O)/C(C#N)=C/c1ccccc1C(F)(F)F	68.4*	26.1*	i	-12.1	3.4%	-0.55	1481	-0.717	-0.287	-0.57	0.484	6.0	2.9	3.2	1.6	1044	i	4.4%
COc1ccc(/C=N/Nc2nc(-c3ccc(C)cc3)c(NC(C)=O)s2)cc1OC	.	.	.	.	-0.5%	-0.19	1132	-0.333	-0.0879	-0.225	-0.392	.	.	.	1.7	1258	i	22.7%
O=C(CCC(=O)N(CC(=O)NC1CCCCC1)CC1CCCO1)Nc1nccs1 (stereo not drawn)	-10.6	-11.1	i	-9.6	0.1%	-0.37	1383	-0.471	-0.201	-0.313	1.14	2.5	2.8	5.0	-1.0	982	i	-6.0%
Cc1oc2c(cc(NS(=O)(=O)c3ccc4c5c(cccc35)C(=O)N4)c3ccccc32)c1C(=O)OC(C)C	-7.9	4.9	i	1.4	14.4%	-1.04	1587	-0.916	-0.175	-1.15	-0.742	3.7	1.5	11.1	1.4	1298	.	28.0%
Cc1ccc(S(=O)(=O)NNC(=O)c2sc3nc(C)cc(C)c3c2-n2cccc2)cc1	55.2	29.2	i	-3.3	1.7%	-0.25	1654	-0.668	-0.201	-0.604	0.891	1.3	1.2	7.1	5.6	995	i	2.3%
CCCn1c(NCc2ccco2)nc2c1c(=O)n(C)c(=O)n2C	-22.3	-5.7	i	1.6	6.3%	.	.	0.154	-0.0965	-0.0585	0.254	2.4	1.8	1.3	-1.2	550	i	13.4%
Cc1nc(NCc2ccccc2)c2cc[nH]c2n1	.	.	.	.	-0.6%	-0.02	967	-0.804	-0.45	-0.227	-0.157	.	.	.	0.8	1200	i	6.5%
C/C(=N\NC(=O)c1cccc(S(=O)(=O)N2CCCC2)c1)c1ccco1	0.9	8.2	i	38.9	-3.0%	0.13	1263	-0.301	-0.235	-0.0201	0.437	1.8	2.3	5.9	-0.3	1127	i	2.9%
COc1nc(C#N)c(N2CCOCC2)o1	-18.6	-12.8	i	11.7	-0.4%	0.04	1126	2.27	-0.301	0.963	-0.975	4.0	2.2	7.2	0.5	993	i	-4.3%
CCOc1ccc(N=Nc2cc(C(C)C)ccc2O)cc1	13.9	15.1	i	1.3	-3.0%	-0.07	1284	-0.413	-0.363	-0.287	1.16	2.5	3.2	1.1	.	.	i	12.7%
COc1cc(NC(=O)CN2CCN(c3ccccc3O)CC2)c(C)cc1[N+](=O)[O-]	-9.1	-13.5	i	1.9	4.5%	0.97	1277	-0.74	-0.313	-0.573	0.791	1.2	2.4	7.3	-1.9	895	i	9.2%
Cc1ccc(NC(=S)NC(=O)c2ccc(-c3ccccc3)cc2)cc1	.	.	i	-23.3	.	.	.	-1.49	0.0402	-0.187	1.34	2.1	2.1	7.5	.	.	i	.
O=C(CCc1nc2ccccc2s1)Nc1cccnc1	-32.5	-11.0	i	9.8	4.6%	0.33	955	-0.15	-0.228	-0.143	0.733	3.1	2.8	5.9	0.9	1177	i	23.7%
CCOC(=O)C1=C(C)OC(N)=C(C#N)C1c1ccc(O)c(OC)c1 (stereo not drawn)	-13.8	-2.5	i	26.2	-0.2%	-1.65	1045	-0.96	-0.155	-0.225	0.45	1.8	1.0	3.8	.	.	i	-5.0%
Cc1cc(Nc2ccccc2Cl)n2nnnc2n1	-6.7	-10.3	i	34.3	0.5%	0.53	670	1.18	-0.215	1.21	-0.127	2.5	1.2	8.5	.	.	i	-1.0%
COc1cc(SC)ccc1C(=O)Nc1ccncc1	6.6	14.4	i	-1.4	-0.6%	-1.06	1282	-0.129	-0.279	-0.222	0.28	4.6	2.8	3.7	2.2	1200	i	-2.3%
COc1ccc(-n2nc3cc(C)c(NC(C)=O)cc3n2)cc1	-2.8	-7.5	i	33.6	1.3%	-0.23	1438	-0.282	-0.347	0.0477	0.567	1.8	1.2	2.5	0.6	1351	i	40.0%
Cc1ccc(S(=O)(=O)N2CCCC2C(=O)NCCc2nc3ccccc3[nH]2)cc1 (stereo not drawn)	-15.5	-7.1	i	-4.2	4.3%	-0.65	1044	-0.0793	0.364	0.0885	0.867	5.2	2.3	7.9	-0.6	1201	i	10.7%
Cc1cc(C)cc(C(=O)NCC(=O)OCC(=O)N2c3ccccc3NC(=O)C2(C)C)c1	0.0	-0.5	i	2.6	8.1%	0.08	1503	-0.055	-0.19	0.0156	-0.371	1.6	2.5	4.0	2.5	1070	i	2.3%
COc1ccc(C(CC(=O)N2CCCC2)c2c(OC)cc(OC)c3ccc(=O)oc23)cc1 (stereo not drawn)	.	.	.	.	-0.8%	0.98	861	-0.0957	-0.805	-0.0506	0.682	.	.	.	-0.2	1110	i	6.0%
CCOc1ccc(C2C(C(=O)c3ccc(C)o3)=C(O)C(=O)N2CCN2CCOCC2)cc1OC (stereo not drawn)	-1.1	8.5	i	6.3	-1.9%	-0.18	1241	-0.0995	-0.155	0.581	0.484	1.4	3.6	12.2	0.7	1175	i	3.5%
CCCn1c(SCC(=O)Nc2nnc(C)s2)nnc1-c1ccoc1C	0.9	-11.6	i	-6.7	-0.9%	0.33	1156	-0.329	-0.195	0.314	0.162	4.5	2.4	14.0	-11.0	1052	i	3.9%
O=C(CSc1nnc(-c2c[nH]c3ccccc23)n1-c1ccc(F)cc1)NCc1ccco1	-24.5	-19.5	i	-3.3	1.7%	-0.03	1289	-0.783	-0.185	-0.151	1.13	3.3	2.4	8.5	0.4	1218	i	1.7%
Cc1cccc(N=Nc2c(N)n[nH]c2-c2ccc(Cl)cc2)c1	-55.9	-10.7	i	-1.4	-1.5%	-0.45	1463	-0.643	-0.219	-0.531	1.21	1.7	2.3	7.2	-0.9	1320	i	8.1%
Cc1ccc(C)n1-c1nccc(-c2ccco2)n1	-21.4	13.2	i	3.4	-1.9%	1.76	976	-0.393	-0.218	0.0934	0.426	2.3	3.9	4.8	-1.2	1039	i	45.3%
O=C(CCN1CCOCC1)c1ccc(Cl)cc1	-14.5	-13.4	i	0.9	1.0%	-0.28	1350	-3.22	0.54	-1.36	0.364	2.9	1.7	6.7	0.4	951	i	6.5%
N#C/C(=C(/O)COC(=O)c1ccc2c(c1)OCCO2)c1nc2ccccc2[nH]1	0.7	-9.8	i	-11.9	0.5%	0.61	1329	-0.504	-0.171	-0.248	0.458	1.2	1.6	8.1	-1.8	979	i	17.2%
CC1Cc2ccccc2N1C(=O)c1ccc(N2CCCCC2)c([N+](=O)[O-])c1 (stereo not drawn)	43.1	13.4	i	14.7	-2.4%	-0.4	1427	-1.02	-0.263	-0.824	0.494	3.2	2.1	4.3	-0.4	1092	i	-2.6%
CN1CCN(CC(O)COc2ccc(OCC(O)CN3CCN(C)CC3)cc2)CC1 (stereo not drawn)	-7.3	3.0	i	-1.3	1.7%	0.56	1199	-0.483	0.288	0.405	2.61	3.3	1.5	7.4	0.1	1142	i	-1.8%
CCOc1cc(C2C3=C(CC(C)(C)CC3=O)OC3=C2C(=O)CC(C)(C)C3)cc([N+](=O)[O-])c1O	-2.6	2.4	i	15.9	-3.1%	-0.6	1616	-0.362	-0.299	0.359	0.654	4.6	2.0	6.3	-1.8	1042	i	-1.2%
COc1cc(N/N=C/c2ccccc2O)ncn1	7.7	-16.3	i	18.9	1.7%	-0.64	1325	0.709	-0.19	0.249	-0.633	3.3	2.9	8.5	6.3	1079	i	5.6%
CCCN1CCN(C(=O)Nc2cccc(C(F)(F)F)c2)CC1	3.1	-2.3	i	-20.0	-3.0%	0.82	1445	-0.123	0.0145	-0.0277	0.519	1.4	1.8	7.8	-0.7	1416	i	-2.4%
CC(=O)c1ccc(NC(=O)CSc2ccsc2[N+](=O)[O-])cc1	-10.2	15.5	i	23.7	5.2%	0	1677	-0.906	-0.103	-0.587	0.337	1.4	1.8	3.6	-1.9	1029	i	6µM*

Rows are unselected; any-hit rate near 4.2%.
